From PubChem BioAssay
SIRT5 block – SIRT5 desuccinylase inhibitors, primary screen, biochemical, fluorescence imaging, single point, set 5; inhibition, % at 15 µM; Purified SirT5, succinyl-peptide AMC, trypsin-coupled fluorescence; 330,000 compounds, 1.1% hits; in the data active = inhibition above about 15%
LGR2 inh – inhibitors of bursicon-induced LGR2 CRE-luciferase signal, primary screen, cell-based, HEK293, CRE-luciferase reporter, bursicon stimulation; bursicon-stimulated, 4 h; inhibition, % at 9.99 µM; 380,000 compounds, 0.35% hits;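 active = drop in luminescence signal, shown as inhibition above about 50% in the replicate tests, limit read from the data, passing the limit was not always enough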;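 also: agonist challenge used bursicon conditioned medium at about half maximal strength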
S100A4 inh HTS – inhibitors of S100A4-myosin IIA peptide binding, primary screen, biochemical, fluorescence polarization, TAMRA-MyoIIA peptide; Protein S100-A4 (Homo sapiens), P26447; inhibition, % at 10.7 µM; 360,000 compounds, 0.14% hits; AID 652163, 2013;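 active = mean inhibition of at least 70% across replicates, with every replicate also reaching that level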
Target sequence (P26447 whole entry, looked up): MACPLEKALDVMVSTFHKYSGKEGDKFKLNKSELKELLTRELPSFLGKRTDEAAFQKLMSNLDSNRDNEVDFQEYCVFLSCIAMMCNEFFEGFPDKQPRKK
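incubation = readout 5 min after mixing, signal stable up to 60 min | system = S100A4 monomer protein | buffer or medium = HEPES pH 7.2 with CaCl2, KCl, NaCl, DTT, Triton | benchmarks = neutral control DMSO, positive control TFP | also added = fluorescent myosin IIA peptide, 5 nM | compound dosing = one concentration per compound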
XiGFP reactiv – activators of inactive X chromosome reactivation, primary screen, imaging, XiGFP fibroblasts, GFP high-content imaging, set 2; XiGFP mouse fibroblasts, % GFP-positive cells imaging, 3 d; cells co-treated with 5-aza-dC sensitizer; scaled so ellipticine positive control = 100%; activation, % at 7.58 µM; 360,000 compounds, 0.055% hits;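 active = mean normalized replicate activation at least 10% and every replicate at or above 10%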;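 also: 0% = median of on-plate neutral control wells and 100% = ellipticine 6 µM median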
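System: 68-5-11 XiGFP fibroblast line | Buffer or medium: DMEM containing 5-aza-dC | Compound: Single point | Times: Compounds 3 days, fix/stain 15 min at room temperature | Benchmarks: Positive control ellipticine, 6 µM final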
C2C12 statin – suppressors of statin myotoxicity in C2C12 myotubes, primary screen, cell-based, single point, plate reader. C2C12 myotubes + simvastatin, ATP luminescence, 48 h; scaled: DMSO 0, geranylgeraniol control 100. rescue of ATP level, % at 7.49 µM. AID 602340, 2012. 330,000 compounds, 0.78% hits;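 active = mean ATP rescue above about 67%, or every replicate alone reaching that limit, limit read from the data, passing the limit was not always enough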;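 also: myotubes were challenged with 10 µM simvastatin during compound exposure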
Cneo AK release – Cryptococcus neoformans cell lysis inducers, primary screen, AK release luminescence, single concentration. C. neoformans lysis, adenylate kinase release luminescence, 4 h; normalised: neutral wells 0, clomiphene wells 100. AID 651654, 2012. 360,000 compounds, 0.2% hits. lysis activity, % at 15 µM;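 active = mean lysis activity across replicates of at least 80%, whatever share of replicates individually reach that level; inactive = mean lysis activity below 80%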
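Material: C. neoformans cells; Schedule: 4 h static compound exposure, 37 °C, read 1 h post-reagent; Measured by: adenylate kinase release luminescence; Read-out: signal increase indicating cell lysis; Controls: Clomiphene as positive lysis control.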
PGC1a acetyl inh – inhibitors of PGC1a acetylation signal, primary screen, cell-based, U2OS, AlphaScreen, inhibitor mode; AlphaScreen anti-acetyl-lysine; with virally co-expressed GCN5 acetyltransferase; AID 651687, 2012; inhibition, % at 15.6 µM; 350,000 compounds, 0.17% hits;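 active = every replicate shows inhibition of at least 40%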;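 also: 0% = neutral control wells and 100% = positive control wells; some results beyond the cut were filed as inactive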
ERAP1 inh – human ERAP1 aminopeptidase inhibitors, primary screen, biochemical, single point, plate reader. Endoplasmic reticulum aminopeptidase 1 (Homo sapiens), Q9NZ08. recombinant ERAP1, Leu-AMC fluorescence, 60 min. inhibition, % at 10.7 µM. 340,000 compounds, 0.15% hits. AID 652197, 2013;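 active = mean replicate inhibition of at least 30%, or all replicates individually reaching that 30% level; inactive = mean below 30% and not every replicate reaching it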;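 also: 0% = neutral control wells and 100% = L-leucinethiol positive control wells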
Target sequence (Q9NZ08 whole entry, looked up): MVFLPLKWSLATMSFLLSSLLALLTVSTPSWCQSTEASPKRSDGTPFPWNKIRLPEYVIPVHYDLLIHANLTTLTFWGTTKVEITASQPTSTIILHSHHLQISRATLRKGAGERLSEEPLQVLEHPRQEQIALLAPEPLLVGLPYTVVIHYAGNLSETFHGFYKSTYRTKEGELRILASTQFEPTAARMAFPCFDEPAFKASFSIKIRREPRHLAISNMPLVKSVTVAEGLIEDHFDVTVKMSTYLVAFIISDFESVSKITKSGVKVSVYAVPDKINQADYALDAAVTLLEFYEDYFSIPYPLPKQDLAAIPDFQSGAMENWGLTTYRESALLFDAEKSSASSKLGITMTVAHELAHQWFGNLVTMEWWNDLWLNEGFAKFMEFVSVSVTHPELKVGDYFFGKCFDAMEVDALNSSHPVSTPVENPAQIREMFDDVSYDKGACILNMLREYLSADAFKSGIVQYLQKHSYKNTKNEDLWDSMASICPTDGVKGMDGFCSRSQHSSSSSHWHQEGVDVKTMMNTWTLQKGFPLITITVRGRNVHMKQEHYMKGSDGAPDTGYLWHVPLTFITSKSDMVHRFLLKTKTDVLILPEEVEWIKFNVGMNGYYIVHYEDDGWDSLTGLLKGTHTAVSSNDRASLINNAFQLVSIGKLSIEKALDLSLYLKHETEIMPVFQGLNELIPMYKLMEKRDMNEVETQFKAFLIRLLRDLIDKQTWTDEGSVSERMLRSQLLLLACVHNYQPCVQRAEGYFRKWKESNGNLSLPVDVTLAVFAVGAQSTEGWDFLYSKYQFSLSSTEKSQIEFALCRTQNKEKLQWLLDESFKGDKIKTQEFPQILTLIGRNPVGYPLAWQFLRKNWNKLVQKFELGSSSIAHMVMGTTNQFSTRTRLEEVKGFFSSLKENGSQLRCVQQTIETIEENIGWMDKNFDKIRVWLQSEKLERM
* marks the source's active call; other numbers are inactive results; . = no result given. Some of the compounds tested. The share of hits here may be higher or lower than overall.

SMILES | SIRT5 block | LGR2 inh | S100A4 inh HTS | XiGFP reactiv | C2C12 statin | Cneo AK release | PGC1a acetyl inh | ERAP1 inh
Cc1c(NC(=O)CN2c3ccccc3CC2C)c(=O)n(-c2ccccc2)n1C (centres undefined) | 1 | 6 | -2 | 0.5 | . | . | . | -2
O=C(CN1CCOCC1)N[C@@H]1CC[C@H](CCNS(=O)(=O)c2ccccc2F)O[C@H]1CO | -1 | 10 | . | 0.3 | 14 | -4 | 1 | .
Cc1noc(C)c1S(=O)(=O)N(C)C[C@H]1Oc2ccc(NS(C)(=O)=O)cc2C(=O)N([C@@H](C)CO)C[C@H]1C | -5 | -3 | -17 | 0.2 | -6 | 0 | -8 | -2
Cc1cc(NC(=O)c2ccc(N3C(=O)C4C5C=CC(C5)C4C3=O)cc2)no1 (centres undefined) | -3 | . | 1 | 0.0 | . | . | . | 1
CCCNC(=O)N[C@@H]1CC[C@H](CCn2cc(C3CC3)nn2)O[C@H]1CO | -3 | 3 | 5 | 0.1 | -1 | 57 | 3 | 4
COC(=O)c1cn(NC(=O)c2ccccc2[N+](=O)[O-])c(=O)c2ccccc12 | -2 | 0 | -4 | 0.0 | 0 | 4 | -4 | -1
CN(C)CCNc1nc(Oc2cccc(F)c2)c2sccc2n1 | 1 | -19 | -3 | 0.1 | -2 | -1 | -5 | 0
O=[N+]([O-])c1ccccc1S(=O)(=O)N1CCCCC1 | . | -1 | . | 0.1 | . | -4 | -4 | .
Cc1ccc(S(=O)(=O)N[C@H]2CC[C@H](CCNC(=O)CN3CCOCC3)O[C@@H]2CO)cc1 | -1 | -5 | -7 | 0.0 | -11 | -5 | -3 | 0
C[C@H]1CN([C@@H](C)CO)C(=O)Cc2cc(NC(=O)c3ccncc3)ccc2O[C@H]1CN(C)Cc1ccc(Cl)c(Cl)c1 | 7 | 19 | -9 | 0.0 | 13 | 4 | 2 | -2
COc1cc(/C=C2\SC(=O)N(c3ccc(O)cc3)C2=O)cc(OC)c1OC | 3 | 11 | -1 | -0.5 | . | -1 | 12 | 3
CCOc1ccc(NC(=O)c2csc3c2CCCC3)cc1 | 5 | -86 | 1 | 0.0 | -50 | -4 | 11 | 4
CCOC(=O)c1cn(CC#N)c2cc(F)c(F)cc2c1=O | 3 | 8 | 2 | 0.0 | . | . | 11 | 7
CC1(C)OC(=O)N(CC(=O)Nc2ccccc2)C1(C)O (centres undefined) | -6 | 9 | 16 | -0.1 | . | . | . | 7
COc1ccc(NC(=O)Nc2ccc3c(c2)CC(=O)N([C@H](C)CO)C[C@@H](C)[C@H](CN(C)S(=O)(=O)c2ccc(OC)cc2)O3)cc1 | 2 | 4 | 3 | -0.3 | -1 | -6 | -3 | 0
O=C(Nc1csc(Cl)c1)c1ccccc1 | . | -69 | -3 | 0.0 | . | -2 | -13 | 1
Cc1ccc(SC[C@H](Cc2ccccc2)N2CC[C@@H](C)CCC2=O)cc1 | . | . | -2 | 0.1 | -9 | 1 | 1 | -13
CCCNC(=O)N1[C@H](CO)[C@H](c2ccccc2)[C@H]1CNC(=O)C1CCCC1 | -5 | 8 | 1 | 0.1 | . | . | -5 | 1
CN(C(=O)CS(=O)(=O)c1cn(CC(=O)N2CCOCC2)c2ccccc12)c1ccccc1 | -4 | -8 | -1 | 0.0 | 19 | . | -3 | .
Cc1ccc(S(=O)(=O)N(C)C[C@@H]2Oc3ccc(NC(=O)c4ccncc4)cc3CC(=O)N([C@H](C)CO)C[C@H]2C)cc1 | . | 3 | -24 | -0.1 | -8 | -2 | 6 | 1
O=C(C[C@@H]1CC[C@@H]2[C@H](COC[C@H](O)CN2C(=O)Nc2ccc(F)cc2)O1)NCCc1ccccc1 | 4 | 25 | -8 | 0.0 | -15 | 0 | 1 | -2
O=C(NCC[C@@H]1CC[C@H](NS(=O)(=O)Cc2ccccc2)[C@H](CO)O1)C1CC1 | -1 | -5 | 5 | -0.2 | 8 | -3 | 3 | 1
CCCCSc1n[nH]c(=S)c2nc[nH]c12 | . | . | -1 | 0.0 | -13 | 0 | -11 | -1
Cn1cnc(S(=O)(=O)N[C@@H]2CC[C@@H](CC(=O)Nc3ccc(-c4ccccc4)cc3)O[C@@H]2CO)c1 | 6 | 8 | 4 | -0.1 | -24 | -4 | -10 | 0
O=C(NC1CCCCC1NC(=O)c1ccco1)c1ccco1 (centres undefined) | 2 | 26 | 0 | . | 7 | 1 | . | 3
New compounds follow:
SMILES | SIRT5 block | LGR2 inh | S100A4 inh HTS | XiGFP reactiv | C2C12 statin | Cneo AK release | PGC1a acetyl inh | ERAP1 inh
CC(C)NC(=S)N/N=C1\CCCCc2ccccc21 | -4 | 6 | -4 | 0.0 | . | . | . | 9
CC[C@@H](C)[C@@H](C(=O)N1CCN(C(=O)OC(C)(C)C)CC1)n1cc(CCCN=C(NC(=O)OC(C)(C)C)NC(=O)OC(C)(C)C)nn1 | . | 16 | -3 | 0.0 | 2 | 6 | . | -3
O=c1[nH]c(CSc2ncnc3sccc23)nc2ccccc12 | -2 | -8 | -4 | -0.2 | . | -1 | -2 | -1
COc1ccc(S(N)(=O)=O)cc1C(=O)NNC(=O)CN(C)S(=O)(=O)c1ccc(Cl)cc1 | -3 | -5 | -7 | -0.1 | -1 | -1 | -1 | 0
CCCCN(CCCC)S(=O)(=O)c1ccc2[nH]c(=O)[nH]c2c1 | 0 | -13 | 3 | . | 13 | 2 | 2 | -1
CCOC(=O)c1[nH]ncc1CN1CCCC(C(=O)c2ccc(OC)cc2C)C1 (centres undefined) | -3 | -12 | 4 | 0.0 | . | . | . | -5
CCN1CCN(S(=O)(=O)c2ccc(Cl)c(C(=O)N(C)Cc3cccc(Cl)c3Cl)c2)CC1 | 6 | -11 | 2 | -0.1 | -5 | 0 | -1 | 2
COc1ccc2c3c(n(C)c2c1)[C@H](CO)N(Cc1cc(F)ccc1F)CC31CCN(C(=O)C2CC2)CC1 | -1 | 30 | 8 | 0.2 | . | . | -26 | 4
COc1cc(C(=O)O)c2ccccc2n1 | -2 | . | 5 | 0.0 | . | . | 7 | -1
CCC(=O)N1CCCCN2[C@H](C1)[C@@H](c1ccc(C#CCOC)cc1)[C@@H]2CO | 3 | 8 | -14 | 0.0 | 8 | -3 | 0 | -4
Cc1ccc(S(=O)(=O)Nc2ccc3c(c2)C(=O)N([C@@H](C)CO)C[C@H](C)[C@H](CN(C)Cc2ccc(C(F)(F)F)cc2)OCCCC[C@H](C)O3)cc1 | 15* | -6 | 5 | 0.2 | . | 2 | -3 | 0
Cc1ccc2cc(C)c(N3CCC(C)CC3)nc2c1 | -8 | -7 | -4 | 0.0 | . | . | . | 1
COc1ccc(NC(=O)N(C)C[C@H]2OCCCC[C@H](C)Oc3ccc(NS(=O)(=O)c4ccc(F)cc4)cc3C(=O)N([C@@H](C)CO)C[C@H]2C)cc1 | 2 | -8 | 66 | 0.1 | . | -4 | -11 | 0
O=C(O)C[C@@H]1C=C[C@@H](NC(=O)CCN2CCCCC2)[C@H](CO)O1 | 1 | 5 | 2 | -0.5 | . | . | -4 | 4
O=C(O)CC(CC(=O)Nc1ccccc1C(=O)O)c1ccccc1 (centres undefined) | 0 | 2 | -1 | 0.5 | -1 | -3 | -9 | .
Cn1c(=O)c2ncn(CC(=O)Nc3cc(C(F)(F)F)ccc3N3CCOCC3)c2n(C)c1=O | . | -6 | . | . | -49 | 0 | -5 | .
CCN1CCN(C(=O)CN2C(=O)COc3ccc(S(=O)(=O)N4CCOCC4)cc32)CC1 | -4 | -4 | -5 | 0.0 | 2 | -1 | . | -3
CC(C)CN(C(=O)CC1CCCC1)c1c(N)n(Cc2ccccc2)c(=O)[nH]c1=O | -5 | 6 | 0 | 0.0 | . | . | . | -1
COc1ccc(N=Cc2nc(-c3ccccc3)oc2OC(=O)c2ccccc2)cc1 | -4 | -5 | -1 | 0.2 | . | 5 | -1 | 1
CCCN(CC(=O)Nc1ccccc1OC)C(=O)c1cc(S(=O)(=O)NCc2ccccc2)ccc1C | -1 | 10 | -4 | 0.1 | -1 | 3 | . | 0
O=C(N/N=C/c1ccccc1OC(F)F)c1cc(-c2ccncc2)nc2ccccc12 | -4 | -7 | 2 | 0.9 | . | . | 9 | -1
COc1ccc(CCNC(=O)C(=O)N/N=C/c2cccs2)cc1OC | 4 | 33 | -5 | 0.3 | 0 | -1 | . | 0
Nc1nc(SCC(=O)Nc2ccc(OCc3ccccc3)cc2)n[nH]1 | 10 | -43 | 4 | 2.5 | 4 | 2 | 13 | -2
C[C@@H]1CN([C@@H](C)CO)C(=O)c2ccccc2-c2ccccc2CO[C@H]1CN(C)S(=O)(=O)c1cn(C)cn1 | -1 | -16 | 5 | 0.0 | . | -3 | 7 | -1

Filtered by structure: the compounds so far containing fluorine
SMILES | SIRT5 block | LGR2 inh | S100A4 inh HTS | XiGFP reactiv | C2C12 statin | Cneo AK release | PGC1a acetyl inh | ERAP1 inh
O=C(CN1CCOCC1)N[C@@H]1CC[C@H](CCNS(=O)(=O)c2ccccc2F)O[C@H]1CO | -1 | 10 | . | 0.3 | 14 | -4 | 1 | .
CN(C)CCNc1nc(Oc2cccc(F)c2)c2sccc2n1 | 1 | -19 | -3 | 0.1 | -2 | -1 | -5 | 0
CCOC(=O)c1cn(CC#N)c2cc(F)c(F)cc2c1=O | 3 | 8 | 2 | 0.0 | . | . | 11 | 7
O=C(C[C@@H]1CC[C@@H]2[C@H](COC[C@H](O)CN2C(=O)Nc2ccc(F)cc2)O1)NCCc1ccccc1 | 4 | 25 | -8 | 0.0 | -15 | 0 | 1 | -2
COc1ccc2c3c(n(C)c2c1)[C@H](CO)N(Cc1cc(F)ccc1F)CC31CCN(C(=O)C2CC2)CC1 | -1 | 30 | 8 | 0.2 | . | . | -26 | 4
Cc1ccc(S(=O)(=O)Nc2ccc3c(c2)C(=O)N([C@@H](C)CO)C[C@H](C)[C@H](CN(C)Cc2ccc(C(F)(F)F)cc2)OCCCC[C@H](C)O3)cc1 | 15* | -6 | 5 | 0.2 | . | 2 | -3 | 0
COc1ccc(NC(=O)N(C)C[C@H]2OCCCC[C@H](C)Oc3ccc(NS(=O)(=O)c4ccc(F)cc4)cc3C(=O)N([C@@H](C)CO)C[C@H]2C)cc1 | 2 | -8 | 66 | 0.1 | . | -4 | -11 | 0
Cn1c(=O)c2ncn(CC(=O)Nc3cc(C(F)(F)F)ccc3N3CCOCC3)c2n(C)c1=O | . | -6 | . | . | -49 | 0 | -5 | .
O=C(N/N=C/c1ccccc1OC(F)F)c1cc(-c2ccncc2)nc2ccccc12 | -4 | -7 | 2 | 0.9 | . | . | 9 | -1
